# Screening results deposited in PubChem by several laboratories.
# UHRF1 binding – human UHRF1 methylated DNA binding inhibitors. Q96T88. inhibition, % at 4.4 µM. UHRF1 binding to methylated oligo, TR-FRET. 0.75% of 370,000 active. AID 687016; in the data active = inhibition above about 21%;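 also: UHRF1 SRA domain binding a hemimethylated CpG hairpin DNA probe; 0% = median of test compound wells and 100% = reference inhibitor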
# Tn6 DDE FP – inhibitors of Tn6 peptide binding to human fibrin DD(E); AID 720509; P02675; Fibrin DD(E) TRITC-Tn6 fluorescence polarization displacement; inhibition, % at 8.3 µM; 0.21% of 370,000 active;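 active = inhibition above a per-campaign cutoff: mean of compounds within control limits plus 3 SD, cut at about 15% in these data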;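 also: 0% = median of all compound wells on the plate and 100% = blocking peptide control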
# PLCb3 inh – PLC-beta3 (human) inhibition, primary screen | Q01970 | Purified PLC-beta3, fluorogenic substrate, fluorescence | inhibition, % at 12.2 µM | 0.18% of 370,000 active | AID 720704; in the data active = inhibition above about 11%;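 also: 0% = median of compound wells on plate and 100% = full blocker control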
# PLC-gamma1 inh – inhibitors of human phospholipase C gamma1; P19174; purified PLC-gamma1, fluorogenic substrate, fluorescence; inhibition, % at 12.2 µM; 0.84% of 370,000 active; AID 720700; in the data active = inhibition above about 9.5%
# DDE Tn7 FP inh – DD(E)-Tn7 binding inhibition, primary FP screen; P02675; FP displacement of FITC-Tn7 peptide from fibrin DD(E); 0% = median of compound wells per plate; inhibition, % at 8.3 µM; 0.13% of 370,000 active; AID 720508;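 active = inhibition above the mean of compounds falling within the control limits plus 3 SD of them, cut at about 14% in these data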;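 also: 0% = plate median of compound wells and 100% = 10 µM Aha-Tn7 peptide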
#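 Assay system: Human clot-derived fibrin DD(E) complex | Buffer or medium: Tris/NaCl/CaCl2 buffer, pH 7.8 | Repeats: One replicate per compound | Benchmarks: Aha-Tn7 high control | Measure: % inhibition scaled between sample-field median and high-control FP | Schedule: 10 min plus 3 h, room temperature | Signal: Fluorescence polarization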
# HGIII-sPLA2 inh – Blocks human group III sPLA2 activity; Q9NZ20; QFRET BODIPY PC-A2 liposome hydrolysis, fluorescence; inhibition, % at 12.2 µM; 0.56% of 370,000 active;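 active = inhibition above mean plus 3 SD of compounds lying within the high and low control bounds, cut at about 19% in these data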;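 also: 0% = median of test compound wells and 100% = no enzyme DMSO wells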
# ARFGAP1 inhibitor – rat ARFGAP1 inhibition; Arfgap1-stimulated ARF1 GTP hydrolysis, GDP FP detection; 0.26% of 360,000 active; inhibition, % at 16.5 µM; Q62848;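 active = inhibition above a per-plate limit, mean inhibition of low control wells plus 3 SD, cut at about 25% in these data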;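 also: 0% = DMSO wells with enzyme and 100% = wells lacking Arfgap1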
#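 Material: truncated rat Arfgap1 GAP domain; Incubation: compound-enzyme preincubation 20 min, reaction 120 min, detection 60 min, 25 °C; Read-out: percent inhibition of Arfgap1-stimulated GTP hydrolysis; Technique: FP, GDP Alexa 633 tracer displaced from anti-GDP antibody, 620/688 nm; Controls: No-Arfgap1 wells (100%) versus DMSO full-reaction wells (0%); Replication: single well per compound.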
# Rev-erbA mod – modulates human Rev-erb alpha binding to DNA; activity, % at 10 µM; Rev-erbα–FITC-DNA binding, fluorescence polarization, 90 min; 0.79% of 370,000 active;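 active = activity above about 14%, limit read from the data; passing the limit was not always enough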;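 also: 0% = DMSO wells with 35 nM protein and 100% = DMSO wells with 750 nM protein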
# ASAP1 GAP inh – ASAP1 ArfGAP inhibition; inhibition, % at 16.5 µM; Q9ULH1; ASAP1-stimulated ARF1 GTP hydrolysis, GDP FP detection; 0.19% of 360,000 active; in the data active = inhibition above about 25%;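 also: 0% = vehicle with enzyme and substrate and 100% = no enzyme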
# KLK7 zymogen act – activators of human kallikrein-7 zymogen | purified proKLK7, EDANS-DABCYL substrate fluorescence; 100% is mature enzyme control, 0% vehicle | 0.9% of 370,000 active | activation, % at 7 µM;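 active = activation above the mean of all tested compounds plus 3 SD, computed per campaign excluding outliers beyond control limits, cut at about 13% in these data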
# Active calls of the source: *; . = no result given.
SMILES,UHRF1 binding,Tn6 DDE FP,PLCb3 inh,PLC-gamma1 inh,DDE Tn7 FP inh,HGIII-sPLA2 inh,ARFGAP1 inhibitor,Rev-erbA mod,ASAP1 GAP inh,KLK7 zymogen act
CCN1CCN(CCn2c(=S)[nH]c3cc4c(cc3c2=O)OCO4)CC1,1,-7,0,3,-4,8,12,-1,-2,0.4
CCC(Oc1ccccc1)C(=O)Nc1ccc(-c2nnc(-c3ccco3)o2)cc1 (configuration not stated),1,-5,-38,-29,-2,-29,5,4,1,-0.6
Cc1ccc(S(=O)(=O)NNC(=O)c2ccc(O)cc2)cc1,-1,3,2,2,-5,-10,9,1,11,-0.4
COc1ccc(NC(=O)O/N=C/c2c(C)nn(C(C)(C)C)c2C)cc1,2,0,-7,1,3,1,6,1,0,0.9
Cc1ccc(OCC(=O)N2CCN(C(=O)Cc3ccccc3)CC2)cc1,3,1,2,1,-3,-2,-2,-5,-7,0.1
C/C(Cn1nnc2ccccc21)=N\NC(=O)c1ccc(Br)cc1,-4,2,-2,-4,-4,-3,2,-5,1,-0.8
Cc1cccnc1C(NC(=O)C1CCN(CCCOc2ccccc2)CC1)c1ccc(F)cc1 (configuration not stated),2,3,0,1,-4,-10,-4,-5,19,-0.1
CC(=O)Nc1ccc(CN2CCN(CC(C)C)C(CCO)C2)cc1 (configuration not stated),3,-9,-4,0,1,2,4,7,0,0.0
CCOc1ccccc1CN1CCC(Oc2ccc(C(=O)NCc3ccccn3)cc2)CC1,4,7,4,2,5,-8,8,6,2,0.2
CC(OC(=O)CCc1ccccc1)C(=O)Nc1ncc(Cl)cc1Cl (configuration not stated),1,-9,-6,-2,2,-1,-6,5,-8,-0.1
COc1ccc(N2C(=O)CC(NCc3ccc(F)cc3)C2=O)cc1 (configuration not stated),6,-1,4,6,-15,5,3,9,-5,0.0
COc1ccc(C(=O)COC(=O)COc2cc(C)cc(C)c2)cc1,1,1,-3,0,-1,-2,0,1,5,0.3
CCOC(=O)C1=C(C)N=c2s/c(=C/c3ccc(OCC(=O)O)c(OC)c3)c(=O)n2C1c1ccc(Cl)cc1 (configuration not stated),-3,-2,-25,-16,1,-41,-23,-3,-7,-1.7
COc1ccc(Nc2nc3cc(C)ccc3cc2C#N)c(OC)c1,2,-7,-3,-3,3,2,6,1,-6,0.5
O=C(/C=C/c1cn(-c2ccccc2)nc1-c1cccnc1)N1CCCCC1,-1,-1,5,1,2,-6,0,-4,-4,0.0
CC(=O)Nc1cnc(-c2ccccc2C(F)(F)F)cn1,2,-2,-1,0,1,6,-3,1,-21,0.6
Cc1ccc([N+](=O)[O-])c(OCCN2CCc3ccccc3C2)c1,3,-3,-5,3,-3,1,1,-2,21,0.4
COCCCN1C(=O)C(=O)/C(=C(/O)c2ccc(OC(C)C)cc2)C1c1cccnc1 (configuration not stated),-3,-5,4,4,7,3,-8,0,-29,0.6
CN(CC(=O)Nc1ccc(F)cc1Cl)Cc1cccs1,0,10,-2,0,0,-3,-8,-1,-9,0.3
CCN(CC(=O)Nc1ccc(NC(C)=O)cc1)C(=O)C1CC(=O)N(CCc2ccc(OC)c(OC)c2)C1 (configuration not stated),0,1,-6,2,5,7,-6,5,-7,0.1
c1ccc(Cc2nn[nH]n2)cc1,3,1,6,5,-2,0,-10,3,-1,-1.1
COc1ccc(NC(=O)COC(=O)C2CCN(C(=O)c3ccc(Cl)cc3)CC2)c([N+](=O)[O-])c1,3,-8,4,1,6,-11,-8,-4,-4,0.0
CCN1CCCC1CNS(=O)(=O)c1ccc(Cl)c(C(F)(F)F)c1 (configuration not stated),-2,-4,-6,0,3,0,8,0,-1,0.1
Nc1nonc1-n1nnc(C(=O)N/N=C/c2cccc(Cl)c2)c1CN1CCCC1,0,4,1,4,6,2,0,7,-6,0.0
COc1cccc(OC)c1OCCCOc1ccc(C)cc1Br,1,-6,-4,-1,-1,-3,2,6,-5,-0.3

# Looked up one by one from above, seven records:
SMILES,UHRF1 binding,Tn6 DDE FP,PLCb3 inh,PLC-gamma1 inh,DDE Tn7 FP inh,HGIII-sPLA2 inh,ARFGAP1 inhibitor,Rev-erbA mod,ASAP1 GAP inh,KLK7 zymogen act
Cc1cccnc1C(NC(=O)C1CCN(CCCOc2ccccc2)CC1)c1ccc(F)cc1 (configuration not stated),2,3,0,1,-4,-10,-4,-5,19,-0.1
COc1ccc(C(=O)COC(=O)COc2cc(C)cc(C)c2)cc1,1,1,-3,0,-1,-2,0,1,5,0.3
CCOc1ccccc1CN1CCC(Oc2ccc(C(=O)NCc3ccccn3)cc2)CC1,4,7,4,2,5,-8,8,6,2,0.2
CC(OC(=O)CCc1ccccc1)C(=O)Nc1ncc(Cl)cc1Cl (configuration not stated),1,-9,-6,-2,2,-1,-6,5,-8,-0.1
CCOC(=O)C1=C(C)N=c2s/c(=C/c3ccc(OCC(=O)O)c(OC)c3)c(=O)n2C1c1ccc(Cl)cc1 (configuration not stated),-3,-2,-25,-16,1,-41,-23,-3,-7,-1.7
COc1ccc(Nc2nc3cc(C)ccc3cc2C#N)c(OC)c1,2,-7,-3,-3,3,2,6,1,-6,0.5
COc1cccc(OC)c1OCCCOc1ccc(C)cc1Br,1,-6,-4,-1,-1,-3,2,6,-5,-0.3

# Next structures:
SMILES,UHRF1 binding,Tn6 DDE FP,PLCb3 inh,PLC-gamma1 inh,DDE Tn7 FP inh,HGIII-sPLA2 inh,ARFGAP1 inhibitor,Rev-erbA mod,ASAP1 GAP inh,KLK7 zymogen act
Cc1sc(=NC(=O)c2ccco2)n(C)c1-c1ccc(Cl)cc1,5,9,-50,-42,5,6,14,10,7,0.7
CC(C)[C@H](NC(=O)[C@@H]1Cc2ccccc2CN1C(=O)OC(C)(C)C)C(=O)NCC1CCCO1 (some centres not stated),3,1,-3,1,3,6,2,-4,-5,0.7
Cc1ccc(S(=O)(=O)N(C)C)cc1NC(=O)c1sccc1Cl,-2,-7,-5,1,1,-5,-4,3,0,0.4
Cc1cccc(CN2CCNC2=O)c1,-2,-7,5,2,-5,0,11,-4,8,0.2
Cc1ccc2c(c1C)C(=O)C(=O)N2,-11,-1,-2,0,6,15,-4,3,-3,0.2
OCCC1CN(Cc2ccccc2-c2ccco2)CCN1Cc1ccsc1 (configuration not stated),-1,6,-3,0,0,-5,-1,-1,10,0.7
CCCn1c(=O)c(C(=O)NNC(=O)c2ccccc2[N+](=O)[O-])c(O)c2ccccc21,-1,-9,-8,-5,-2,14,2,3,0,-0.2
O=C1CCC(C(=O)NCc2ccc3c(c2)OCO3)N1 (configuration not stated),-3,0,-5,-1,0,2,-2,-3,-3,-0.9
Cc1ccc(NC(=O)CSc2nnc(Cn3c(=O)sc4ccccc43)n2C)cc1Cl,2,-10,0,0,-1,0,6,-1,7,0.8
COc1cc2c(cc1OC)-c1cc(Nc3cccc(C)c3)nc(=O)n1CC2,0,0,-43,-31,-9,0,15,-3,0,-0.5
Cc1ccc(Nc2nc(N)nc(CN3CCN(Cc4ccc5c(c4)OCO5)CC3)n2)cc1C,-1,11,-3,-32,-6,-9,7,1,4,0.1
Cc1ccc(NC(=O)CSc2ccc3nnc(CCNC(=O)c4ccccc4)n3n2)c(C)c1,-1,-4,3,3,-6,-12,7,2,-3,0.3
CSc1ccc(CN2CCCC(CNC(=O)c3ccc(F)cc3)C2)cc1 (configuration not stated),5,1,-4,-4,2,0,6,1,11,-0.5
O=C(COC(=O)CNC(=O)C1CCCCC1)Nc1ccccc1,2,8,0,2,-2,8,11,3,-1,-0.3
Cc1cnc(C(=O)N2CCN(S(=O)(=O)c3cccc(Br)c3)CC2)cn1,-2,5,5,4,-2,-5,12,5,4,-0.7
COc1cc2c(=O)n(CCCC(=O)NCC3CCCO3)c(=O)n(CC(=O)c3ccc(F)cc3)c2cc1OC (configuration not stated),1,2,-9,0,-1,1,6,5,4,1.4
COC(=O)[C@]12CCCCC=C1N(Cc1ccc(OC)cc1)C(=O)[C@@H]2CC(=O)N1CCN(C(=O)C2CC2)CC1,1,9,9,12*,-2,12,.,-2,.,-0.4
Cn1nnnc1Sc1ncnc2scc(-c3ccc([N+](=O)[O-])cc3)c12,-3,-1,4,9,8,6,-2,-1,0,-0.1
COC(=O)c1ccccc1NC(=O)CN1C(=O)c2ccccc2S1(=O)=O,-1,-4,2,2,-4,4,3,2,-5,-0.2
CCn1cc(C(=O)NCc2ccco2)c(=O)c2cc(S(=O)(=O)N3CCCCCC3)ccc21,0,1,0,3,-3,-4,5,-5,5,-0.6
CC1(Oc2ccc(Cl)cc2)CCN(Cc2ccc(OC(F)(F)F)cc2)C1 (configuration not stated),-2,5,3,-1,7,-3,-3,4,-2,0.2
CC1Cc2ccccc2N1S(=O)(=O)c1cccc(C(=O)NCCCn2ccnc2)c1 (configuration not stated),-4,5,-5,4,3,-14,-7,-3,-9,0.6
Cc1ccccc1N1CCN(Cc2ccc([N+](=O)[O-])o2)CC1,-3,-4,-8,4,6,4,0,5,16,0.1
O=[N+]([O-])c1ccc(C2=Nn3c(Cn4nnc5ccccc54)nnc3SC2)cc1,2,-8,-2,1,0,-20,4,4,4,0.3
S=C(Nc1ccccc1Cl)N(CCCN1CCOCC1)Cc1ccco1,6,-4,-2,-3,-3,9,-8,1,-14,-0.3
CCCS(=O)(=O)N1CCCC(C(=O)NC2CCCCC2)C1 (configuration not stated),2,-6,5,7,-12,11,7,0,-7,-0.6
Cc1ccccc1N1CCN(CCN2C(=O)CC(=C3c4ccccc4-c4ccccc43)C2=O)CC1,-2,6,1,0,1,6,0,0,1,-0.1
